D2 agonist = HTS Assay for Allosteric Agonists of the Human D2 Dopamine Receptor: Primary Screen for Agonists. D(2) dopamine receptor (Homo sapiens), P14416. activation, % at 2 µM. 340,000 tested, 0.53% active. HEK293 T-REx D2 cells, calcium flux agonist mode;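 active = activation over 3 SD above normal in the single-dose calcium agonist read, cut at about 30% in these data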; also: 0% is about no effect
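In this primary screen, compounds producing a positive calcium signal within 180 s of addition to tetracycline-induced, force-coupled HEK293 Trex D2 cells are flagged; cells are dye-loaded with a no-wash calcium kit beforehand.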
TRHR agonist = qHTS for Small Molecule Agonists and Allosteric Enhancers of Human TRH Receptor: Primary Screen for Agonists; Thyrotropin-releasing hormone receptor (Homo sapiens), P34981; TRHR cells, calcium flux fluo-8, FDSS agonist mode; activation, % at 2 µM; 360,000 tested, 0.18% active; also: 0% is about no effect
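Steps: seed TRHR cells overnight; add fluo-8 no-wash Ca dye, RT 30 min–1.5 h; record 10 s baseline; pin-transfer compounds; monitor fluorescence 1 cycle/s for the agonist window. Calcium increases flag candidate agonists.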
TRHR PAM = qHTS for Small Molecule Agonists and Allosteric Enhancers of Human TRH Receptor: Primary Screen for Enhancers; Thyrotropin-releasing hormone receptor (Homo sapiens), P34981; TRHR cells, fluo-8 calcium fluorescence, EC20 TRH enhancement; enhancement, % at 2 µM; 360,000 tested, 0.66% active; in the data active = enhancement above about 30%; also: 0% is about no effect
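TRHR-expressing cells loaded with fluo-8 calcium dye were read kinetically (ex 480/em 530) during compound addition, then stimulated with an EC20 of TRH (10 nM final). Enhancement of the Gq-mediated intracellular calcium response was scored.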
D2 antagonist = HTS Assay for Allosteric Antagonists of the Human D2 Dopamine Receptor: Primary Screen for Antagonists. D(2) dopamine receptor (Homo sapiens), P14416. HEK293 TREx D2 cells, calcium flux, dopamine EC80. inhibition, % at 10 µM. 340,000 tested, 2% active. AID 485344, 2010; in the data active = inhibition above about 30%; also: 0% is about no effect
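Dopamine at EC80 is the agonist stimulus; test compounds precede it by 180 s. Calcium flux read kinetically in a force-coupled, inducible HEK293 T-REx D2 cell line.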
D1 antagonist = Antagonist of Human D 1 Dopamine Receptor: qHTS. activity change, negative = inhibition, % at 10 µM. AID 504652, 2011. HEK293 TREx D1 cells, calcium flux, dopamine EC80; active compounds read low. 360,000 tested, 3.2% active. D(1A) dopamine receptor (Homo sapiens), P21728; in the data active = activity change below about -30%; also: % is scaled to controls: 0 for no effect and ±100 for the full control effect
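Tetracycline-induced HEK293 Trex D1 cells, force-coupled to calcium, dye-loaded; compounds added and read 180 s, then EC80 dopamine added and calcium flux tracked kinetically another 180 s.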
D1 potentiator = Potentiators of Human D1 Dopamine Receptor: qHTS | D(1A) dopamine receptor (Homo sapiens), P21728 | HEK293 TREx D1 cells, calcium flux, dopamine EC20 potentiation | potentiation, % at 10 µM | 360,000 tested, 0.036% active; in the data active = potentiation above about 30%; also: 0% is about no effect
D1 agonist = Allosteric Agonists of the Human D1 Dopamine Receptor: qHTS. HEK293 T-REx D1 cells, calcium flux, agonist mode. activation, % at 2 µM. 360,000 tested, 1% active. D(1A) dopamine receptor (Homo sapiens), P21728; also: 0% is about no effect
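Inducible HEK293 T-REx D1 cells, force-coupled to calcium signalling, were plated at 4000 cells/well with tetracycline and held overnight at 30 C. After no-wash calcium dye loading, compound-evoked calcium rise over 180 s flagged agonists.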
RXFP1 antag = qHTS Assay for Antagonists of the Relaxin Receptor RXFP1 | Relaxin receptor 1 (Homo sapiens), Q9HBX9 | HEK293-RXFP1, relaxin-stimulated cAMP HTRF, 30 min; active compounds read low | activity change, negative = inhibition, % at 57.5 µM | 350,000 tested, 0.59% active | AID 1259400, 2018;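 active = activity change of -60% or lower, but not beyond a set lower limit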; also: % is scaled to controls: 0 for no effect and ±100 for the full control effect
Target sequence (Q9HBX9 whole entry, looked up): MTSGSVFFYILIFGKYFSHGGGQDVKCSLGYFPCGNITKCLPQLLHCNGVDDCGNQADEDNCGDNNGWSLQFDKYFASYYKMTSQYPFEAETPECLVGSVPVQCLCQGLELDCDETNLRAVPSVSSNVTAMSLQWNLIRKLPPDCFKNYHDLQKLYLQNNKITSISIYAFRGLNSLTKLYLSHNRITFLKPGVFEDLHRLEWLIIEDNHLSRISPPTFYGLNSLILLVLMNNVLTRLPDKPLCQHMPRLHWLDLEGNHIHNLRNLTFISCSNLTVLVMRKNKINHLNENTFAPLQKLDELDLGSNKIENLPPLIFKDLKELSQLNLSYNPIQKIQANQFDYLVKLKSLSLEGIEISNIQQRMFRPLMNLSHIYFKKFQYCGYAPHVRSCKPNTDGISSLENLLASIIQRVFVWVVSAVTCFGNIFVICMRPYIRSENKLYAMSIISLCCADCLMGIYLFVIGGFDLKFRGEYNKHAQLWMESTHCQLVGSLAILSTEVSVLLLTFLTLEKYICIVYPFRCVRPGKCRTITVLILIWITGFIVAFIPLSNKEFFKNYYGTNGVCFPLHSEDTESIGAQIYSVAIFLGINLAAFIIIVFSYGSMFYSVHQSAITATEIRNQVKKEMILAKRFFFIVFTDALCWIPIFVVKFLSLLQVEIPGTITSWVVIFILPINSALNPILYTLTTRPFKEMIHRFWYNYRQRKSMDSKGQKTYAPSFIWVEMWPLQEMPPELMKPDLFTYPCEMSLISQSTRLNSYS
D2 potentiator = HTS Assay for Positive Allosteric Modulators of the Human D2 Dopamine Receptor: Primary Screen for Potentiators. HEK293 T-REx D2, calcium flux, EC20 dopamine potentiation. potentiation, % at 10 µM. 340,000 tested, 0.34% active. AID 485347, 2010;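 active = potentiation over 3 SD above the plate norm, cut at about 30% in these data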; also: 0% is about no effect
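Tetracycline-induced Hek293 Trex D2 cells, force-coupled to calcium, loaded with no-wash calcium dye. Compound added with 180 s kinetic read for agonism, then EC20 dopamine and a further 180 s read for potentiation.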
An asterisk follows results filed as active; nt = not tested or not shown. Rule as the data show it, unless noted: active = activation above about 30%; inactive = the rest.

1) CC(C)N(C(C)C)S(=O)(=O)c1ccc(N2CCc3ccccc3C2)nc1
2) CCOCCOC(=O)COc1ccc2c(=O)c(Oc3ccc(OC)cc3)coc2c1
3) Cc1nc(C)c(C(=O)O)c(-c2ccsc2)c1C(=O)O
4) CC1CCCCN1C(=O)CCC(=O)Nc1nnc(C2CCCCC2)s1 (stereo not drawn)
5) O=C(C1=C[C@H](c2ccc3c(c2)OCO3)C[C@H](OCc2ccc(CO)cc2)O1)N1CCOCC1
Compound,1,2,3,4,5
D2 agonist,1.0,0.0,0.4,0.4,-0.1
TRHR agonist,1.1,0.1,0.1,1.1,-0.4
TRHR PAM,-10,2,1,1,-15
D2 antagonist,1,-12,3,2,1
D1 antagonist,-13,-10,-5,-11,-2
D1 potentiator,-4,-3,0,-5,2
D1 agonist,-3,10,0,1,1
RXFP1 antag,-14,-3,-1,6,nt
D2 potentiator,-10,-4,-4,-7,-7

6) CN1C2=C(C#N)C(c3ccccc3)(C(F)(F)F)NC(=O)N2c2ccccc21 (stereo not drawn)
7) O=C(Nc1ccccc1F)C1CCCN(S(=O)(=O)c2ccc(-n3cnnn3)cc2)C1 (stereo not drawn)
8) CCn1c(SCC(=O)Nc2ccc(OCc3ccccc3)cc2)nnc1-c1ccco1
9) Oc1ccccc1-c1nc(/C=C/c2ccc(F)cc2)no1
10) O=C(c1cncc(Br)c1)N1CCN(S(=O)(=O)c2ccccc2)CC1
Compound,6,7,8,9,10
D2 agonist,0.4,-3.0,-0.5,0.4,0.6
TRHR agonist,1.0,-1.2,-1.8,0.0,0.2
TRHR PAM,5,3,-3,-9,-5
D2 antagonist,32*,22,3,nt,12
D1 antagonist,-3,-13,4,4,-6
D1 potentiator,-1,-9,-6,-2,7
D1 agonist,3,3,3,6,2
RXFP1 antag,-6,-18,13,nt,6
D2 potentiator,13,nt,-6,3,4

11) CC(OC(=O)CN1C(=O)c2ccccc2C1=O)C(=O)c1ccccc1 (stereo not drawn)
12) C=CCC1(CC=C)CCCN1C(=O)C1CCC(=O)N(CCc2ccc(Cl)cc2)C1 (stereo not drawn)
13) O=C(CC1(O)C(=O)c2ccccc2C1=O)c1ccccc1
14) C/C(=N\NC(=O)c1cccc(S(=O)(=O)Nc2cccc(Cl)c2)c1)c1cccs1
15) COc1cc(C(c2c(C)[nH][nH]c2=O)c2c(C)[nH][nH]c2=O)cc(Br)c1OC
Compound,11,12,13,14,15
D2 agonist,0.6,1.1,1.6,0.1,0.3
TRHR agonist,1.1,1.1,0.4,0.0,0.2
TRHR PAM,-5,-9,2,3,-2
D2 antagonist,11,8,3,7,9
D1 antagonist,-25,4,-15,10,-18
D1 potentiator,-9,0,1,-2,-3
D1 agonist,1,3,1,1,1
RXFP1 antag,6,-7,0,-8,-1
D2 potentiator,-9,-2,-12,-5,-2

16) C/C(CC(=O)Nc1ccc(Cl)c(Cl)c1)=N\NC(=O)Cc1ccccc1
17) COc1ccc(CN(CC(=O)NCCc2ccccc2)C(=O)CCC(=O)Nc2ccccn2)cc1
18) CN1CCN(c2nc3c(c(=O)n(C)c(=O)n3C)n2Cc2cccc(Br)c2)CC1
19) CCn1c(CCCNC(=O)c2cccs2)nc2ccccc21
20) C#CCn1c(COc2ccccc2C)nc2ccccc21
Compound,16,17,18,19,20
D2 agonist,0.2,-0.4,0.0,-0.2,0.7
TRHR agonist,-0.2,-0.1,0.2,-0.3,-1.8
TRHR PAM,0,5,2,-10,0
D2 antagonist,4,-1,2,15,nt
D1 antagonist,8,15,-11,-29,-2
D1 potentiator,-3,-2,-14,-14,-4
D1 agonist,5,1,-1,1,0
RXFP1 antag,-25,9,1,-7,0
D2 potentiator,-10,-5,5,-22,-3

21) Cc1ccc(C)c(NC(=O)CN(C)C(=O)c2ccc3c(=O)n4c(nc3c2)CCC4)c1
22) COc1cccc(C2CC(c3ccc(Cl)cc3)n3nc(N)nc3N2)c1 (stereo not drawn)
23) Cc1ccc(SCc2noc(C(=O)NCC3CCCO3)c2C(=O)O)cc1C (stereo not drawn)
24) CCC(=O)N1CCN(c2cc(NCC3CCCO3)c(F)cc2[N+](=O)[O-])CC1 (stereo not drawn)
25) Cc1cccc(NC(=O)CSCC(=O)N2CCN(Cc3ccc4c(c3)OCO4)CC2)c1
Compound,21,22,23,24,25
D2 agonist,0.4,0.0,-1.5,0.4,-0.1
TRHR agonist,1.3,0.8,1.0,0.0,-0.4
TRHR PAM,-3,0,2,-4,2
D2 antagonist,33*,57*,28,-2,-16
D1 antagonist,-2,6,7,37,-19
D1 potentiator,-8,5,-1,-1,-8
D1 agonist,1,4,1,-2,10
RXFP1 antag,-2,13,nt,-14,-10
D2 potentiator,-27,4,0,7,2

26) O=C1CC(NS(=O)(=O)c2ccc([N+](=O)[O-])cc2)CN1c1ccc(Cl)cc1 (stereo not drawn)
27) CCC1Oc2ccc(C)cc2N(CC(=O)N2CCOCC2)C1=O (stereo not drawn)
28) CCOc1ccc(OCC(=O)OCn2c(SC)nnc(C)c2=O)cc1
29) CCCCNC(=O)CS(=O)Cc1nc(-c2cccc(C)c2)oc1C (stereo not drawn)
30) O=C(COc1ccc(F)cc1)N(Cc1cccc(Br)c1)C1CCS(=O)(=O)C1 (stereo not drawn)
Compound,26,27,28,29,30
D2 agonist,0.8,0.3,-1.3,-0.3,0.5
TRHR agonist,0.3,0.8,-0.9,-0.7,-0.7
TRHR PAM,-2,-3,20,6,-4
D2 antagonist,-12,28,9,-6,15
D1 antagonist,1,5,-13,-28,-8
D1 potentiator,-7,-7,-3,-1,2
D1 agonist,11,1,0,0,2
RXFP1 antag,-21,-29,-8,11,5
D2 potentiator,-3,-17,3,3,6

31) Cc1ccc(S(=O)(=O)NCCc2nnc3ccc(NCCCOC(C)C)nn23)cc1
32) O=C(Nc1ccc(Oc2cccnc2)cc1)c1ccccc1Cl
33) CC(C)(C)c1ccc(NC(=O)C(=O)C2C(=O)Nc3ccccc32)cc1 (stereo not drawn)
34) O=C(O)c1ccccc1-c1ccccc1C(=O)NCc1cccc(C(F)(F)F)c1
35) CN(C)c1ccc(-c2nc(-c3ccncc3)no2)cc1[N+](=O)[O-]
Compound,31,32,33,34,35
D2 agonist,1.0,-2.5,1.3,-1.1,2.5
TRHR agonist,0.8,-0.1,-2.2,0.1,1.6
TRHR PAM,-3,-3,4,7,2
D2 antagonist,12,6,-12,3,nt
D1 antagonist,-25,-3,-18,-3,5
D1 potentiator,-4,1,1,-6,0
D1 agonist,6,4,-2,2,17
RXFP1 antag,-4,7,3,-15,nt
D2 potentiator,-5,2,2,-1,5

36) CCN(CC)CCN1C(=O)C(=O)/C(=C(/O)c2c(C)[nH]c(C(=O)OC)c2C)C1c1ccccc1 (stereo not drawn)
37) Cc1cc(C(=O)NCc2ccccc2)no1
38) CCOC(=O)C1CCN(C2CC(=O)N(c3ccc(OCC)cc3)C2=O)CC1 (stereo not drawn)
39) Cc1ccc2c(c1)N(C(=O)CCC(=O)NCc1cccc(F)c1)CCO2
40) Cc1ccc2c(CC(=O)OC3CCOC3=O)coc2c1 (stereo not drawn)
Compound,36,37,38,39,40
D2 agonist,0.7,-0.2,-0.3,0.1,-0.5
TRHR agonist,0.2,-0.6,-0.5,-1.0,0.0
TRHR PAM,18,-2,1,0,-1
D2 antagonist,-11,-11,-10,-15,-8
D1 antagonist,-3,14,1,-2,-4
D1 potentiator,-2,-8,-4,-7,-4
D1 agonist,-1,0,0,4,1
RXFP1 antag,-1,-13,-2,-5,22
D2 potentiator,4,-1,-6,-19,5

Full records as entered above. Values in the order: D2 agonist	TRHR agonist	TRHR PAM	D2 antagonist	D1 antagonist	D1 potentiator	D1 agonist	RXFP1 antag	D2 potentiator
`O=C(O)c1ccccc1-c1ccccc1C(=O)NCc1cccc(C(F)(F)F)c1` across the screens: -1.1	0.1	7	3	-3	-6	2	-15	-1
`C=CCC1(CC=C)CCCN1C(=O)C1CCC(=O)N(CCc2ccc(Cl)cc2)C1` (stereo not drawn) across the screens: 1.1	1.1	-9	8	4	0	3	-7	-2

(more compounds)
41) CCCCN(Cc1ccccc1)C(=O)C1CCC(=O)N(CCc2ccccn2)C1 (stereo not drawn)
42) CCN(c1ccccc1)S(=O)(=O)c1ccc(Cl)c(C(=O)O)c1
43) O=C(C1CC1)N1N=C(c2ccccc2)CC1(O)C(F)(F)C(F)(F)F (stereo not drawn)
44) CC1CCN(CCCNC(=O)c2cc3c(=O)n(C)c4ccccc4c3n2C)CC1
45) COC(=O)C1C2C=CC3(CN(Cc4ccco4)C(=O)C13)O2 (stereo not drawn)
Compound,41,42,43,44,45
D2 agonist,0.1,1.7,0.1,0.1,0.7
TRHR agonist,-0.2,0.3,0.3,-0.4,1.3
TRHR PAM,0,-6,11,-5,9
D2 antagonist,-1,3,2,-5,8
D1 antagonist,-5,-5,2,11,0
D1 potentiator,-10,-8,14,-1,4
D1 agonist,3,1,1,0,6
RXFP1 antag,-4,21,-12,nt,-7
D2 potentiator,-5,11,14,-12,2

46) Cc1ccc(N(C(C)C(=O)Nc2ccc3c(c2)OCO3)S(C)(=O)=O)cc1 (stereo not drawn)
47) O=C(Nc1ccc(N2CCOCC2)c(F)c1)c1ccncc1
48) CCN1CCN(C(=O)C2CCC(=O)N(CCCN3CCCC3=O)C2)CC1 (stereo not drawn)
49) CCc1nnc2sc(-c3cc(-c4ccccc4)nc4ccccc34)nn12
Compound,46,47,48,49
D2 agonist,-1.6,0.1,0.8,1.7
TRHR agonist,-1.0,0.5,0.1,-1.3
TRHR PAM,-1,6,-6,-3
D2 antagonist,9,16,2,12
D1 antagonist,-18,-9,6,-2
D1 potentiator,7,-2,-5,-11
D1 agonist,0,6,1,0
RXFP1 antag,4,-13,-10,10
D2 potentiator,11,-5,5,-3

Screening data as filed in PubChem BioAssay.
